NPR2 activator: GC-B (human) receptor activation; AID 1920062; 0.11% of 370,000 active; activation, % at 10 µM; HEK293-GC-B cells, CNP EC30, cGMP TR-FRET; 0% at EC30 CNP, 100% saturating CNP;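 active means activation at 10 µM reaching about 35% in either raw or pattern-adjusted values, limit read from the data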
sPLA2-III inh: Blocks human group III sPLA2 activity; Q9NZ20; QFRET BODIPY PC-A2 liposome hydrolysis, fluorescence; inhibition, % at 12.2 µM; 0.56% of 370,000 active; AID 743126;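 active means inhibition above mean plus 3 SD of compounds lying within the high and low control bounds, cut at about 19% in these data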;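 further: 0% = median of test compound wells and 100% = no enzyme DMSO wells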
FXN GAA850 act: activators of GAA850 frataxin (FXN) promoter. HEK293 lucGAA850 FXN promoter luciferase reporter, 24 h; percent of 10 µM SAHA response. activation, % at 6 µM. 0.56% of 360,000 active. AID 540364;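 active means activation above the average of all compounds screened plus 3 SD, cutoff fixed separately per campaign, cut at about 7.5% in these data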;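 further: 0% = DMSO wells and 100% = 10 µM SAHA wells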
ADAM10 inh: ADAM10 inhibition, QFRET primary screen; O14672; recombinant ADAM10, EDANS/DABCYL FRET peptide cleavage, 3 h; inhibition, % at 7 µM; 0.62% of 370,000 active; AID 720582;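 active means inhibition above a per-campaign cutoff equal to the mean of compounds falling between control-based bounds plus 3 SD, cut at about 20% in these data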;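 further: 0% = DMSO wells while the 100% control is not disclosed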
ssDAF12 agonist: activates DAF-12 receptor from parasite S. stercoralis; HEK293 ssDAF-12/GRIP1 lit1-tk-luc reporter, luminescence; % of 3 µM dafachronic acid response; AID 652126; activation, % at 6.8 µM; 1% of 370,000 active;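 active means activation above the mean over all tested compounds plus 3 SD, cut at about 0.9% in these data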;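 further: 0% = DMSO-only wells and 100% = 3 µM delta7-dafachronic acid wells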
SMARCA2 activ: activators of SMARCA2 function; MG213 cells, MMTV-luciferase reporter, dexamethasone, overnight; activation, % at 9.1 µM; 1% of 370,000 active; in the data active means activation above about 7.8%;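 further: 0% = vehicle wells and 100% = reference activator wells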
DAX1 inh-1: blocks DAX1 repression of SF-1 activated StAR promoter; HEK293T StAR-luciferase reporter, SF-1/DAX-1 repression relief; inhibition, % at 6.8 µM; 1.1% of 370,000 active; AID 652010;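 active means inhibition above the mean over all tested compounds plus 3 SD, cut at about 3.6% in these data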;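 further: 0% = DAX-1 cells with DMSO and 100% = cells lacking DAX-1 with DMSO; higher inhibition means more luminescence from relief of DAX-1 repression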
hgDAF-12 ag: agonists of H. glycines DAF-12 nuclear receptor; 1.8% of 370,000 active; activation, % at 6.8 µM; AID 687014; HEK293 GAL4-hgDAF12 UAS-luciferase reporter, agonist luminescence; normalized to butyrate control;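 active means activation above a cutoff set at the mean of all screened compounds plus 3 SD, cut at about 10% in these data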;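 further: 0% = DMSO wells and 100% = sodium butyrate wells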
DAX1 inh-2: inhibits human nuclear receptor DAX1 | 0.99% of 340,000 active | HEK293 Gal4-DAX1 luciferase reporter, luminescence | inhibition, % at 6.75 µM | P51843 | AID 504766;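 active means inhibition above the mean over all tested compounds plus 3 SD, cut at about 4.2% in these data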;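 further: 0% = DAX1-transfected cells with DMSO and 100% = empty-vector control cells with DMSO; inhibition shows as a rise in luminescence from relieved DAX1 repression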
GC-A act: GC-A (human) enzyme activation; P16066; HEK293 GC-A cells, cGMP TR-FRET, EC30 ANP; 0% at EC30 ANP, 100% saturating ANP; activation, % at 10 µM; 0.14% of 370,000 active; AID 1671463; in the data active means activation above about 40%
Target sequence (P16066 whole entry, looked up): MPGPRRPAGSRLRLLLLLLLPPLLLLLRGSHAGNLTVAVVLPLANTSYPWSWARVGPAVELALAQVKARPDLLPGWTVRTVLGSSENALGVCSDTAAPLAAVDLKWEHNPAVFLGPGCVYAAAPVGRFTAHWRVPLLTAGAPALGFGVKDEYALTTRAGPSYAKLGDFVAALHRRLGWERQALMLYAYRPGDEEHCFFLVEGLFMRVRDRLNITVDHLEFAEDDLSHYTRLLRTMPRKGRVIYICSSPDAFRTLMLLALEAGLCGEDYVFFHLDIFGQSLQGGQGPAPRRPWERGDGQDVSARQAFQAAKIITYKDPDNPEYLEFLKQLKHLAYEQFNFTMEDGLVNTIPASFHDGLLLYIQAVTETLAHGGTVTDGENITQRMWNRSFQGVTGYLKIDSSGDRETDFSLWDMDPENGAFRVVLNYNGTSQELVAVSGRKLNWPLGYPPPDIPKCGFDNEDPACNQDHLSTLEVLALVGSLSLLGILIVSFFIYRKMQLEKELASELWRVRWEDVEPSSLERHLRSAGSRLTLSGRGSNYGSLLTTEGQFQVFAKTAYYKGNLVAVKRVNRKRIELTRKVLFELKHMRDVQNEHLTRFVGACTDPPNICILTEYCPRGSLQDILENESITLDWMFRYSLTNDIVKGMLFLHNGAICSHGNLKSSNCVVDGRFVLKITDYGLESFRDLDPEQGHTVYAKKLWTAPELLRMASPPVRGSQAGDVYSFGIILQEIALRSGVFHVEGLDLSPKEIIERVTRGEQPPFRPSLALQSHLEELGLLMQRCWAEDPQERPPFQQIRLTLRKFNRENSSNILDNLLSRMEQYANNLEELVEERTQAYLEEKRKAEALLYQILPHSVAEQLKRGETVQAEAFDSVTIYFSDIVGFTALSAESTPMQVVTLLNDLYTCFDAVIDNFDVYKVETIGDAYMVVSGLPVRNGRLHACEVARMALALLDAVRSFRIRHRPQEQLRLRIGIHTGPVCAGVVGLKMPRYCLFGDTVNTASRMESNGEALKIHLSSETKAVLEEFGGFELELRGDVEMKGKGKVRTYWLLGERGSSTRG
hcDAF12 agonist: activates DAF-12 receptor from parasite H. contortus | activation, % at 6.8 µM | 1.4% of 370,000 active | HEK293 hcDAF-12 lit1-tk-luc reporter, luminescence; 0% DMSO, 100% Δ7-dafachronic acid;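 active means activation above the mean of all tested compounds plus 3 SD, cut at about 5.5% in these data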;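 further: 100% = response to 3 µM Δ7-dafachronic acid high control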
* = called active by the depositor; · = not tested or not shown.

SMILES	NPR2 activator	sPLA2-III inh	FXN GAA850 act	ADAM10 inh	ssDAF12 agonist	SMARCA2 activ	DAX1 inh-1	hgDAF-12 ag	DAX1 inh-2	GC-A act	hcDAF12 agonist
COCC(C)n1c(COc2ccccc2F)nnc1SCC(=O)c1c(N)n(C)c(=O)n(C)c1=O (centres undefined)	4	-3	3.0	-6	-2.2	-4	0.1	-2.1	0.8	4	-1.1
Cc1oc(-c2ccc(F)cc2F)nc1CN1CCN(C(=O)c2ccco2)CC1	5	-2	1.1	-11	-1.0	-1	1.2	3.6	-0.1	1	-2.4
COc1ccc(C(C)NC(=O)c2ccc(Cl)cc2)cc1OC (centres undefined)	6	15	2.7	-7	-1.5	4	0.2	-2.2	2.5	-3	-0.6
CC(C(=O)NCC(=O)Nc1ccc(F)c(F)c1F)N1CCN(Cc2ccc(C#N)cc2)CC1 (centres undefined)	2	6	-0.5	-2	-1.9	3	-1.0	4.8	-0.2	-4	0.9
CCN(CC)C(=O)C(=O)c1cccn1-c1ccccc1C#N	5	4	0.2	6	-1.4	-5	0.6	1.9	-0.7	-2	1.0
COc1ccc(C(=O)NCc2ccc(F)cc2)cc1S(=O)(=O)N1CCCC1	-3	-3	1.6	-10	-0.3	-2	-1.0	-0.8	-0.4	1	-0.4
N#CC1=C(N)N(c2ccc(F)cc2)C2=C(C1c1ccc(O)cc1)S(=O)(=O)CC2 (centres undefined)	-1	-27	1.2	-20	-1.1	3	-0.2	2.6	2.8	2	-0.5
COc1cccc(NC(=O)c2cccc(N3C(=O)C4CCC(C)CC4C3=O)c2)c1 (centres undefined)	8	-3	-1.3	7	-1.1	1	0.0	-1.0	-1.8	-3	-1.4
CN(C(=O)CSc1ncnc2sc(-c3ccccc3)cc12)C1CCS(=O)(=O)C1 (centres undefined)	-5	5	2.4	-2	0.2	-4	0.4	3.6	-0.7	1	3.2
CCOc1ccc(OCC)c(NS(=O)(=O)c2ccc3c(c2)CCN3C(=O)C2CCC2)c1	-2	-8	5.3	8	-1.4	-2	-1.2	-1.9	-1.6	-1	-3.9
CCC(C)(C)NC(=O)C(c1ccc(F)cc1)N(Cc1ccc(OC)cc1)C(=O)c1cnccn1 (centres undefined)	-11	-2	-3.4	-2	-0.8	2	0.6	2.3	·	-28	0.3
Cc1ccc(C)c(Nc2cc(C)nc3ccccc23)c1	-5	-10	-0.3	5	-1.6	1	-0.7	-0.4	0.1	-3	-1.6
CCOc1ccc(C2=Nn3c(nnc3-c3ccccc3)SC2)cc1Cl	0	2	0.7	-11	-1.9	-1	0.0	0.6	1.3	-2	0.7
CC(C)CCNc1nc2c(c(=O)n(Cc3cccc(F)c3)c(=O)n2C)n1C	20	2	-0.2	5	-1.6	-6	-1.9	-4.9	-1.2	13	-1.8
COc1ccc(C(=O)/C=C/Nc2ccc(S(N)(=O)=O)cc2)cc1OC	-5	9	-0.8	-33	-1.9	-4	0.3	-1.1	0.0	0	-2.5
Cc1c(NC(=O)Nc2cc(Cl)ccc2Cl)c(=O)n(-c2ccccc2)n1C	2	2	0.4	-6	-1.2	-2	1.1	-0.2	0.0	1	-0.8
CSCCC(NS(=O)(=O)c1ccc(Br)cc1)C(=O)OCC(=O)NC1CC1 (centres undefined)	2	-5	-1.0	-2	-0.4	-1	0.1	1.7	-1.1	4	-0.7
CC1CC(C)(C)NC(=S)N1CC(=O)N1CCN(Cc2ccccc2)CC1 (centres undefined)	3	4	0.1	2	-1.5	-3	0.6	0.6	0.6	2	-0.2
COc1ccc(-c2csc(NC(=O)CSc3n[nH]c(C)n3)n2)cc1	0	-15	4.7	3	-0.9	-2	-0.1	3.0	-0.4	8	0.4
C=CCOc1ccc(-c2nc3c(c(=O)[nH]c(=O)n3CCCC)n2C)cc1Br	-11	-4	3.6	-1	-0.6	0	0.3	-1.5	-0.2	-24	-0.6
CN(C)S(=O)(=O)c1ccc(C(=O)NCC(=O)N/N=C/c2ccccc2Cl)cc1	2	-10	2.6	-4	-1.9	-3	-1.0	-1.3	-0.6	-2	-1.8
O=C1CC(N2CCSCC2)C(=O)N1c1ccccc1 (centres undefined)	1	4	-0.1	-3	-1.1	-3	-0.3	-4.7	1.1	-1	-0.1
Cc1sc(N)c(C(=O)c2ccccc2)c1C	-2	8	1.9	-4	0.1	-1	-0.3	1.7	·	6	0.0
CCN(CC(=O)Nc1ccc(C#N)cc1)CC(=O)Nc1ccc2c(c1)OCCO2	-3	-15	0.8	2	-0.8	-2	0.4	-0.3	1.0	-8	-1.6
O=C1NC2C(NC(=O)N2C2CCCCC2)N1C1CCCCC1 (centres undefined)	9	0	0.7	2	-1.2	-1	-0.2	1.0	-0.3	-2	0.1
CCOc1ccccc1N1CCN(C(=O)c2c(Cl)cnn2C)CC1	2	8	-0.6	-5	-0.5	-3	0.5	-0.6	0.5	0	-2.5
CCOC(=O)N1CCC(N2C(=O)c3ccc(C(=O)Nc4ccc(OC)cc4)cc3C2=O)CC1	-4	4	0.4	3	-1.3	0	2.5	1.7	0.0	1	0.8
COC(=O)C1=C(C)NC2=C(C(=O)CC(c3cccs3)C2)C1c1ccsc1 (centres undefined)	-11	11	-5.8	-454	-1.4	-6	-1.9	-3.8	1.2	-9	-1.9
O=C(Nc1ccccc1)c1ccc2c(c1)OCCO2	-4	-4	3.5	-2	0.2	5	2.0	13*	0.7	3	5.8*
CCC(C)N(C(=O)COC(=O)c1nc(Cl)ccc1Cl)C1CCS(=O)(=O)C1 (centres undefined)	-8	9	0.5	-2	-0.2	-2	-0.8	0.9	-0.1	5	2.8
CC(=O)c1ccc(S(=O)c2ccccc2)cc1 (centres undefined)	2	7	1.3	2	-1.2	-3	-0.7	0.7	-0.3	-3	-2.4
CCN(CC(=O)Nc1ccc(OC)cc1)CC(=O)Nc1ccc(Br)cc1F	-3	-15	-0.5	6	-1.0	-3	0.1	-0.1	0.2	1	-1.0
Cc1cc(=O)n(C(C)Cc2ccccc2)n1C(C)Cc1ccccc1 (centres undefined)	-3	-1	-3.3	-2	0.0	5	-2.3	1.3	0.8	-8	-2.1
N#Cc1c(Nc2ccccc2C(F)(F)F)s[nH]c1=O	10	-1	-2.4	-5	-1.7	3	-0.3	-0.2	·	7	-0.7
O=C(c1ccc(Cl)c(S(=O)(=O)N2CCOCC2)c1)N(c1ccccn1)C1CCCCC1	-1	1	-1.9	-5	-1.9	-4	-0.2	2.3	-1.3	-2	-2.8
Cc1ccc(C(C)C)c(OCC(O)CN2CCc3ccccc3C2)c1 (centres undefined)	-14	11	-1.1	7	-1.8	-3	-0.5	-0.6	-0.7	-6	-1.5

Random excerpt: four entries already listed.
SMILES	NPR2 activator	sPLA2-III inh	FXN GAA850 act	ADAM10 inh	ssDAF12 agonist	SMARCA2 activ	DAX1 inh-1	hgDAF-12 ag	DAX1 inh-2	GC-A act	hcDAF12 agonist
O=C1NC2C(NC(=O)N2C2CCCCC2)N1C1CCCCC1 (centres undefined)	9	0	0.7	2	-1.2	-1	-0.2	1.0	-0.3	-2	0.1
Cc1c(NC(=O)Nc2cc(Cl)ccc2Cl)c(=O)n(-c2ccccc2)n1C	2	2	0.4	-6	-1.2	-2	1.1	-0.2	0.0	1	-0.8
COc1ccc(-c2csc(NC(=O)CSc3n[nH]c(C)n3)n2)cc1	0	-15	4.7	3	-0.9	-2	-0.1	3.0	-0.4	8	0.4
CN(C(=O)CSc1ncnc2sc(-c3ccccc3)cc12)C1CCS(=O)(=O)C1 (centres undefined)	-5	5	2.4	-2	0.2	-4	0.4	3.6	-0.7	1	3.2

3 compounds out of the list, ordered by molar mass, falling:
SMILES	NPR2 activator	sPLA2-III inh	FXN GAA850 act	ADAM10 inh	ssDAF12 agonist	SMARCA2 activ	DAX1 inh-1	hgDAF-12 ag	DAX1 inh-2	GC-A act	hcDAF12 agonist
O=C(c1ccc(Cl)c(S(=O)(=O)N2CCOCC2)c1)N(c1ccccn1)C1CCCCC1	-1	1	-1.9	-5	-1.9	-4	-0.2	2.3	-1.3	-2	-2.8
CCN(CC(=O)Nc1ccc(OC)cc1)CC(=O)Nc1ccc(Br)cc1F	-3	-15	-0.5	6	-1.0	-3	0.1	-0.1	0.2	1	-1.0
O=C1NC2C(NC(=O)N2C2CCCCC2)N1C1CCCCC1 (centres undefined)	9	0	0.7	2	-1.2	-1	-0.2	1.0	-0.3	-2	0.1

(cont.)
SMILES	NPR2 activator	sPLA2-III inh	FXN GAA850 act	ADAM10 inh	ssDAF12 agonist	SMARCA2 activ	DAX1 inh-1	hgDAF-12 ag	DAX1 inh-2	GC-A act	hcDAF12 agonist
Cc1ccc(C)c(-c2ccc(=O)n(Cc3ccc(F)cc3Cl)n2)c1	-6	5	1.4	14	-0.8	-4	-0.4	-3.1	0.9	-5	-3.2
C/C(=N\NC(=O)c1cccc(S(=O)(=O)N2CCOCC2)c1)c1ccc(C)cc1	-2	10	1.1	-5	-0.9	-4	-1.3	-0.7	-1.2	-2	-0.8
O=[N+]([O-])c1cccc(NC2=NCCC2)c1	-7	-1	1.4	-2	-0.8	1	-0.2	0.6	-1.2	4	1.2
CCOC(=O)N1CCC(NC(=O)C2CCN(C(=O)N3CC(C)Oc4ccc(C)cc43)CC2)CC1 (centres undefined)	0	5	-1.6	7	-1.8	0	-0.7	-3.1	-0.4	4	-1.7
CCOc1ccc(CCNC(=O)c2cc(C)nc3ccccc23)cc1OCC	0	-3	-1.4	-4	-1.2	-1	-0.4	1.2	1.1	1	-0.8
COc1ncnc2c1ncn2CCCNCc1ccco1	1	5	0.1	-11	-1.0	-3	0.8	1.2	0.7	4	-1.2
CCc1cccc(C)c1NC(=S)NCc1cccn1C	0	16	-0.1	-16	-1.5	-3	-0.6	-1.4	-0.1	-4	-2.5
CC(C#N)(Nc1ccc(Cl)cc1)c1cccnc1 (centres undefined)	3	5	1.0	-6	-0.7	-2	0.6	-0.4	0.1	0	-0.1
C[C@@H](C(=O)N[C@@H](Cc1c[nH]c2ccccc12)C(=O)O)n1nnc2ccccc2c1=O	0	-10	-0.3	-3	-1.1	0	-0.2	0.5	2.1	0	-0.5
CC(=O)OC1CCC(OC(C)=O)c2c1n([O-])c(C)c(C)[n+]2=O (centres undefined)	4	5	-3.2	1	-0.8	0	-0.1	2.0	-0.2	6	1.1
COc1ccc(N2CCCN(CC(=O)Nc3ccc(Cl)cc3)CC2)cc1	-5	14	·	-2	-0.7	-3	1.3	-1.1	·	2	-2.3
Cc1csc(SCCn2c(Br)nc3c2c(=O)[nH]c(=O)n3C)n1	-5	-7	-1.2	9	-1.4	-2	-0.1	-0.4	0.4	0	-1.3
CCN1CCN(C(=O)c2cc3c(s2)-c2ccccc2S(=O)(=O)C3)CC1	1	2	1.4	-21	-1.6	-3	0.7	-2.0	-0.1	2	-1.8
COCCN1CC(C(=O)NCCc2nc(C)c(C)s2)CCC1=O (centres undefined)	3	7	0.1	5	-1.2	-1	0.2	0.5	0.9	-1	-1.3
NC(=O)CN1CCN(C2CC(=O)N(CCc3ccccc3)C2=O)CC1 (centres undefined)	2	0	-0.7	-1	-0.6	-1	0.1	4.9	1.8	-1	-0.7
